# Screens from PubChem BioAssay.
# mcGAS RapidFire = mouse cGAS inhibition by mass spec; Q8C6L5; recombinant mouse cGAS, cGAMP by RapidFire MS; inhibition, % at 12.5 µM; 0.18% of 130,000 active;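 active = inhibition of cGAS enzyme activity at or above 60%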;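 note: enzyme stimulated by 45 bp dsDNA with ATP and GTP substrates; cGAMP share of summed cGAMP plus half ATP and half GTP signals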
# Target sequence (Q8C6L5 whole entry, looked up): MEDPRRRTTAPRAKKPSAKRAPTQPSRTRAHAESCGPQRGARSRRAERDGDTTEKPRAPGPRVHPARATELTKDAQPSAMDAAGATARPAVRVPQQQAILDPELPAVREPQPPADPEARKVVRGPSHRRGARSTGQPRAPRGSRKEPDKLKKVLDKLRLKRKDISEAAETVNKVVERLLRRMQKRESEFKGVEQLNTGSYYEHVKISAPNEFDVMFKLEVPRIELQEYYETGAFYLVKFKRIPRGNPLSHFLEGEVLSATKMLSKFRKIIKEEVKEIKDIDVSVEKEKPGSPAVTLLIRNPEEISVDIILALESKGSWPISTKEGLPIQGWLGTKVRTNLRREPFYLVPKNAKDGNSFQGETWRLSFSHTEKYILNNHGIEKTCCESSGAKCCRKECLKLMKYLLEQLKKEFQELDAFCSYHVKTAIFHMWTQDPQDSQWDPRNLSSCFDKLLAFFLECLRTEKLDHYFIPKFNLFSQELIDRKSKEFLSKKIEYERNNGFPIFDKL
# * = called active by the depositor; & = joins results of further samples. Only part of the results is shown. The share of hits here may be higher or lower than overall.
smiles | mcGAS RapidFire
Cc1csc(=O)n1CC(=O)N(Cc1ccc2c(c1)OCO2)C1CCCC(C)C1C (stereo not drawn) | 5
FC(F)(F)c1ccnc(Oc2cccc(Oc3ncccn3)c2)n1 | 15
Cc1nc(SCC(=O)N2CC(C)CC(C)C2)c2c3c(sc2n1)CCC3 (stereo not drawn) | -9
COc1ccc(-c2ccccc2-c2nnc(C)o2)cn1 | -10
Cc1csc(N(C(=O)CN2C(=O)NC3(CCCC3)C2=O)c2ccccc2)n1 | -17
CCc1csc(NC(=O)C2=NOC(c3ccccc3)C2)n1 (stereo not drawn) | -9
CC(C)CN1CCC1(C)C(=O)NCc1ccc(C(F)(F)F)cc1 (stereo not drawn) | -8
CC(=O)Nc1ccc(CNc2nc3cc(-c4ccc(F)cc4)sc3c(=O)n2C)cc1 | 13
CN(Cc1ccsc1)S(=O)(=O)Cc1ccc(C#N)cc1 | 1
CCC(=O)Nc1ccc(SCc2ccc(F)cc2)nn1 | -3
CC1(C(=O)NS(=O)(=O)c2ccc3c(c2)CCO3)CCN1C(=O)C1(c2ccccc2)CCCC1 (stereo not drawn) | -6
O=C(O)c1ccccc1NC1=C(n2nnc3ccccc32)C(=O)c2ccccc2C1=O | -4
N#CCCN1CCN(C(=S)c2ccc(-c3ccc([N+](=O)[O-])cc3)o2)CC1 | -9
COCCOC(=O)C1=C(C)NC2=C(C(=O)CCC2)C1c1ccc2c(c1)OCO2 (stereo not drawn) | -2
Cc1ccc(S(=O)(=O)N2CCN(C)CC2CNC(=O)OC(C)(C)C)c(C)c1 (stereo not drawn) | -4
CN(Cc1ccccn1)S(=O)(=O)c1sc2c(c1C(=O)O)CCNC2 | -25
Cc1cccc(C(=O)N(Cc2ccco2)Cc2cc(N)ccc2N(C)C)c1 | -4
CCOc1ccccc1-c1nc(Sc2oc(C=O)cc2Br)n[nH]1 | 2
C=CCSc1nnc(NC(=O)CCc2ccc(OC)cc2)s1 | -8
CC(C)(C)NC(=O)CC1(C(=O)NC2CCN(C(=O)c3ccccc3)CC2)CCCC1 | -3
COC(=O)c1sccc1NC(=O)COc1cccc(C(C)=O)c1 | 5
COc1ccc(Cl)cc1-c1nc(-c2ccc(Br)o2)no1 | 14
Cc1ccc(F)cc1NC(=O)c1cc(Br)cn1C | 5
O=C(O)c1cccnc1CN1CCCC1c1nccs1 (stereo not drawn) | 0
CCOc1ccc(Oc2ccc(NC(=O)CCn3[nH]c(=O)ccc3=O)cc2)cc1 | -13

# Another view of two compounds above.
> Cc1csc(N(C(=O)CN2C(=O)NC3(CCCC3)C2=O)c2ccccc2)n1
  mcGAS RapidFire = -17

> CCc1csc(NC(=O)C2=NOC(c3ccccc3)C2)n1 (stereo not drawn)
  mcGAS RapidFire = -9

# (list continues)
smiles | mcGAS RapidFire
CC(C)(C#N)c1cc(Cn2cncn2)cc(C(C)(C)C#N)c1 | -18&-2
CN(Cc1nccn1C)C(=O)c1cccc(NCc2cccs2)c1 | -20
Cc1ccc(-n2ncc3c(=O)n(NC(=O)COc4ccccc4)cnc32)cc1 | -1
CCCc1oncc1C(=O)N1C[C@H]2CC=CC[C@H]2C1 | -2
CCCc1cc(CN(C)C(=O)CC2(c3ccccc3OC)CC(=O)N(C)C2=O)[nH]n1 (stereo not drawn) | -6
O[C@@H]1CN(Cc2cc(F)ccc2-n2cccn2)CC[C@H]1N1CCN(c2ccccn2)CC1 | -9
CC1(C)S[C@@H]2[C@H](NC(=O)[C@H](N)c3ccccc3)C(=O)N2[C@H]1C(=O)OC1OC(=O)c2ccccc21 (stereo partly drawn) | 8
CN(C)S(=O)(=O)c1ccc(CS(=O)(=O)c2ccccc2F)o1 | -10
COC(=O)c1ccccc1S(=O)(=O)NC(C)c1ccc(C)o1 (stereo not drawn) | -11
Cc1noc(C)c1CC(=O)N1CCCC(C(=O)Nc2cccc(-c3ccc(F)cc3)c2)C1 (stereo not drawn) | -4
COc1ccccc1CN(C)C(=O)CSc1nnc(-c2ccc3c(c2)OCO3)o1 | -2
O=C(C=Cc1ccc(OC(F)F)cc1)c1ccc(O)cc1 | 31
CCOC(=O)C1=C2c3cc(OC)c(OC)cc3CC(C)(C)N2C(=O)C1=O | -6
Cc1cc(NC(=O)N(C)C2CCC(C)CC2)ccc1-n1cnnn1 (stereo not drawn) | 0
O=C(CCc1cccs1)NC1CC(=O)N(C2CCCCCC2)C1 (stereo not drawn) | -13
Cc1ccccc1CN1CCc2[nH]cnc2C1c1cccs1 (stereo not drawn) | -2
Cc1cc(=O)oc(C)c1C(=O)OCC(=O)c1ccc(Cl)c(Cl)c1 | 2
Nc1nnc(C(F)(F)F)s1 | -8
N#Cc1ccccc1-c1ccc(CN2CCNC(=O)C2)cc1 | -10
C=CCN(Cc1ccc(SC)cc1)C(=O)[C@@H]1C[C@@H](O)CN1 | -20
CN1CCN(c2ccc(NC(=O)c3c4c(nn3C3CCS(=O)(=O)C3)CCC4)cc2)CC1 (stereo not drawn) | -13
CCN1C(=O)N(C)C2C1N(C)C(=O)N2CC (stereo not drawn) | -21
O=C1CCC2(CCN1)CCN(c1ncccc1Cl)CC2 | -8
O=C(Cn1cnc2ccccc21)N1CCCC(Nc2ccc3c(c2)OCCO3)C1 (stereo not drawn) | -3
CCC1=NN(C(=O)Cc2ccc([N+](=O)[O-])cc2)C(O)(C(F)(F)F)C1 (stereo not drawn) | -16

# Sorted by length of the SMILES (high to low): some entries from above
smiles | mcGAS RapidFire
CCCc1cc(CN(C)C(=O)CC2(c3ccccc3OC)CC(=O)N(C)C2=O)[nH]n1 (stereo not drawn) | -6
CCOC(=O)C1=C2c3cc(OC)c(OC)cc3CC(C)(C)N2C(=O)C1=O | -6
N#Cc1ccccc1-c1ccc(CN2CCNC(=O)C2)cc1 | -10

# (next part)
smiles | mcGAS RapidFire
COc1ccc(S(=O)(=O)N(C)CCO)cc1N(C)S(=O)(=O)c1ccc(C)cc1 | -8
Cc1cc(C)cc(N(C)S(=O)(=O)c2ccc3c(c2)NC(=O)CO3)c1 | -9
O=C(Nc1ccc2c(c1)OC(F)(F)O2)NC1CCN(Cc2ccccc2)C1 (stereo not drawn) | -8
CCn1cc(-c2c(-c3ccccc3)ncn2CC(C)Oc2cccnc2)cn1 (stereo not drawn) | -15
Cc1ccc(O)c(C(=O)Nc2cccc(-c3ccnc(C)n3)c2)c1 | 16
CCCCn1c(=O)c2c(nc3n(C(C)C)c(C)cn23)n(C)c1=O | -7
CCNC(=O)Cn1cnc2c(nnn2CC)c1=O | -2
Cc1ccc(CCC(=O)N2CCCc3ccc(S(C)(=O)=O)cc32)o1 | -11
O=C(Nc1cccc(-c2ccco2)c1)C1CCN(Cc2cccn2-c2ccccn2)CC1 | -1
Cc1cc2ccccc2n1CCC(=O)NCc1snnc1C(C)C | -18
CCOC(=O)c1c(NC(=O)c2cccc(OC)c2)sc(C(=O)Nc2ccccc2OC)c1C | -1
CCCCC1C=CCN1C(=O)Cc1ccccn1 (stereo not drawn) | -13
Cc1nnc(-c2ccccc2-c2cc(N)nc3[nH]ccc23)o1 | 8
CS(=O)(=O)N1CCC(Oc2ccccc2C(=O)N2CCC[C@H]2CO)CC1 | 2
COC1(C)CC(N(C)C(=O)c2cccnc2C)C1(C)C (stereo not drawn) | 3
CC(C)(C)c1csc(NC(=O)c2cc(=O)c3ccccc3o2)n1 | 6
O=C1CCC(C(=O)N2CCC(c3ccncc3)CC2)CN1Cc1ccccn1 (stereo not drawn) | -4
CC(Oc1cccc(Cl)c1)C(=O)N1CCOC(COCc2ccccc2F)C1 (stereo not drawn) | -5
CN(C)S(=O)(=O)c1ccc(C(=O)NCC2CSCCS2)cc1 (stereo not drawn) | -19
Cc1cc(-n2c(C)cc(C(=O)CSc3nncs3)c2C)no1 | 1
CC(=O)Nc1ccc(CN2C(=O)CON=C2c2cccc(C)c2)cc1 | 2
Fc1ccc(/C=N\Nc2ncnc3nc[nH]c23)cc1F | -2
CC(C)Cn1c(-c2ccc3c(c2)OCCO3)nc2c1c(=O)[nH]c(=O)n2CC(C)C | 2
O=C(NC1CCCCCC1)C1CC2CCCC(C1)C21SCCS1 (stereo not drawn) | -6
CC(=O)N1CCC(NC(=O)COc2c(C)cccc2Cl)CC1 | -15

smiles | mcGAS RapidFire
CN(C(=O)CSc1ncn[nH]1)C1(C#N)CCCCC1 | -8
COC(=O)c1ccc(F)cc1NCC(=O)Nc1cccc(C(=O)N(C)C)c1 | 0
CCC(CNC(=O)c1cnc(C)cn1)N1CCCC1 (stereo not drawn) | -3
NC(=O)Nc1ccc(I)cc1 | -9
CN(CC1CCCC1)C(=O)C(=O)Nc1cc(C(F)(F)F)c[nH]c1=O | -7
Nc1cccc(-c2cccc(C(=O)O)c2)n1 | -14
CCNC(=O)CC(c1ccccc1)c1ccc(Cl)cc1 (stereo not drawn) | -7
CC(C)Cc1cc(C(=O)N2CCC(N3CCC(C(=O)NC4CC4)CC3)CC2)n[nH]1 | -8
O=c1cc(CN2CCN(Cc3cc4c(cc3O)CCC4)CC2)nc2sccn12 | -13
CN1CC2(CCN(C(=O)c3cn(CCN4CCNCC4)nn3)C2)OC1=O (stereo not drawn) | -18
Cc1ccc(Oc2ncccc2CNC(=O)Cn2nc(C)c(C)c2C)cn1 | -14
Cn1c(=O)[nH]c(=O)c2c1nc(N1CCN(Cc3ccccc3)CC1)n2Cc1ccccc1Cl | -1
CCCc1ccc2oc(C(=O)N3CCN(C(=O)c4cccs4)CC3)c(C)c2c1 | -10
CCN1C(=O)COc2ccc(C(=O)Cn3c(=O)cc(C)c4c(C)nn(-c5ccccc5)c43)cc21 | 2
COCCNC(=O)Nc1cnn(-c2ccccc2S(C)(=O)=O)c1 | -8
CCOc1cc(CNC(=O)C2=C(Cl)CCCC2)ccn1 | -5
CC(=O)c1ccc(NC(=O)N2CCc3onc(-c4ccccc4F)c3C2)cc1 | -2
COc1cc(OC)c2[nH]c(C(=O)N(C)C(C)c3ccc(F)c(F)c3)cc2c1 (stereo not drawn) | -7
NS(=O)(=O)c1cccc(NC(=O)CN2CCC(Cc3ccccc3)CC2)c1 | -1
O=C(CCC1CCN(C(=O)NC2CCS(=O)(=O)C2)CC1)NCc1ccc(F)cc1 (stereo not drawn) | -9
CC(=O)CC1(O)C(=O)N(CCOc2ccccc2Cl)c2ccccc21 (stereo not drawn) | -11
C=C(C)Cn1c(N2CCN(Cc3ccc(F)cc3)CC2)nc2c1c(=O)[nH]c(=O)n2C | -7
CCS(=O)(=O)c1nc(S(=O)(=O)c2ccc(C)cc2)c(NCC(C)C)s1 | -3
Cc1ccc(-c2cc(=O)n(CC(=O)N(Cc3ccccc3)c3ccccc3)cn2)cc1 | -3
Cc1cccc(CSc2nc3c(c(=O)n2-c2ccccc2)SCC3)c1 | -6

smiles | mcGAS RapidFire
CSc1ccc(CN2CCC2(C)C(=O)Nc2ccccc2Cc2ccccc2)cc1 (stereo not drawn) | -7
Cn1c(-c2ccc(-c3nccn3CCn3cccn3)o2)nc2ccccc21 | -7
CC12CN3CC(C)(CN(C1)C3c1ccc(Cl)cc1Cl)C2O (stereo not drawn) | -17
O=C(O)[C@H]1C[C@@H](C(=O)NC2CC2)CN(C(=O)c2cccc(Cl)c2Cl)C1 | -9
Cc1nc(C)c(Cc2nc(CC(=O)Nc3ccccc3)no2)c(=O)[nH]1 | -7
O=C(Nc1nc(-c2ccco2)c(-c2ccco2)s1)C1CC(=O)N(C2CCCC2)C1 (stereo not drawn) | -5
C=CCn1cc(CN2CCN(c3cc(N4CCCC4)nc(N)n3)CC2)cn1 | -20
Cc1ccccc1C(=O)OCc1cc(-c2ccc3c(c2)OCO3)on1 | -5
CC(C)c1cccc(-c2cc(NCc3cccnc3)nc3[nH]ccc23)n1 | -15
Cc1c(O)cccc1C(=O)NCc1cccnc1N(C)C1CCCCC1 | -7
Cc1ccccc1NCc1ccc(C(=O)OCC(=O)C(C)(C)C)cc1 | -6
CSc1nnc2nc(C)cc(C)n12 | 4
COc1ccc(C)cc1CN(C)CCC(=O)Nc1cccc(F)c1 | -52
COCc1ccccc1CNc1ccc(S(=O)(=O)N(C(C)C)C(C)C)cn1 | 1
Cn1cc(CC(=O)NCc2cc(-c3ccco3)on2)c2ccccc21 | -6
CN(CC(=O)Nc1ccc(OC(F)(F)F)cc1)C(=O)CC(C(=O)N1CCOCC1)n1ccnc1 (stereo not drawn) | -4
CC(=O)NCC1CCN(Cc2cccc(-n3nc(C)cc3C)c2)C1 (stereo not drawn) | -34
O=C1Nc2cc(Cl)ccc2Oc2ccc(NS(=O)(=O)CBr)cc21 | -2
CCC(C)Nc1nc2c(c(=O)n(C)c(=O)n2C)n1CCCc1ccccc1 (stereo not drawn) | -2
CCOc1cc(/C=C2/C(=N)N3N=C(c4ccccc4C)SC3=NC2=O)ccc1OS(C)(=O)=O | -4
Clc1ccc2c(Cl)c3c(nc2c1)CCCC3 | 13
COCc1cc(CN2CCC(N3CCCC3=O)CC2)ccc1OC | -3
CCn1cc(CN2CCC(Oc3cccc(C(=O)NCCc4ccccc4)c3)CC2)cn1 | -1
Cc1ccc(-c2nn3c(=S)[nH]nc3c3ccccc23)cc1 | -7
CCOC(=O)c1c(C)[nH]c(C(=O)CN2C(=O)C(=O)N(CC(C)C)C2=O)c1C | -41

smiles | mcGAS RapidFire
Cc1nc(SCCO)n[nH]1 | 4
COc1cccc(-n2cc(CN(C)Cc3cc(C)c(C)o3)cn2)c1 | -1
CCOc1ccccc1CN(CC)C(=O)c1ccccc1-n1cncn1 | -5
C[C@@H]1CN(Cc2ccc3c(c2)CN(C(=O)c2ccc(Oc4ccccc4)o2)CCO3)C[C@H](C)O1 | -11
CCN(CC(=O)Nc1c(C)cc(C)cc1Cl)Cc1cccs1 | -6
Cn1ccnc1-c1nccn1CC(c1ccc(F)cc1)N1CCCCC1 (stereo not drawn) | 7
CCOC(=O)N1CCN(C(=O)c2sc(NS(=O)(=O)c3ccccc3)nc2C)CC1 | 3
CN(CCOC12CC3CC(CC(C3)C1)C2)C(=O)c1ccc2c(c1)C(=O)c1ccccc1C2=O | -5
NC(=O)CN(Cc1ccco1)Cc1ccco1 | -2
O=C(COC(=O)c1cccc(O)c1)c1ccc2c(c1)OCO2 | -13
